Compound activity as filed in PubChem BioAssay.
KOR beta-arrestin-1 – kappa opioid receptor activators – cell-based, luminescence, uHTS, primary screen (AID 1777). KOR beta-arrestin recruitment, luminescence; higher % means a stronger effect. activation, % at 10 µM; hits with a dose series show EC50 in µM. 280,000 tested, 0.02% active; in the data active = activation above about 50%, passing the limit was not always enough; also: a part of the inactive calls stands beside numbers as strong as those of hits
AID2073 – inhibitors of Mint1-CaV2.2 protein interaction, biochemical, HTRF (AID 2073). HTRF protein-protein interaction, Mint1-CaV2.2; higher % means a stronger effect. one-dose inhibition, % at 20 µM; IC50 in µM for titrated hits. 290,000 tested, 0.19% active; in the data active = inhibition mostly above about 51%, no sharp cut-off; also: some results filed as inactive read as strong as hits
GPR55 LPI antagonism – GPR55 antagonists blocking LPI-driven arrestin recruitment, primary screen, imaging, U2OS, beta-arrestin-GFP, LPI agonist (AID 2013); U2OS GPR55 beta-arrestin-GFP translocation imaging, LPI antagonism; higher % means a stronger effect; inhibition, % at 10 µM; hits with a dose series show IC50 in µM; 290,000 tested, 0.13% active;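 active = spots per cell inhibited over 60%, with over 100 cells counted and total cytoplasm intensity under 500,000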;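 also: U2OS cells stably carrying GPR55 and arrestin-GFP stimulated by 5 µM LPI near EC80; imaged beta-arrestin-GFP aggregate spots per cell after agonist stimulation; plate controls were LPI-stimulated DMSO wells for no effect and DMSO wells without LPI for full effect; some results filed as inactive read as strong as hits; confirmed hits need IC50 under 10 µM and bright autofluorescent wells are also inconclusive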
HIV fusion peptide – cell-free HIV fusion peptide-binding blockers – biochemical, uHTS, fluorescence dequenching, primary screen (AID 1986); one-dose inhibition, % at 20 µM; IC50 in µM for titrated hits; cell-free peptide binding, fluorescence dequenching, 30 min; higher % means a stronger effect; 290,000 tested, 0.3% active; in the data active = inhibition mostly above about 52%, no sharp cut-off; inactive = mostly below about 76%; also: some results filed as inactive read as strong as hits
GPR35 antagonists – GPR35 antagonists blocking zaprinast-driven arrestin recruitment, primary screen, imaging, U2OS, beta-arrestin-GFP, zaprinast agonist (AID 2058); U2OS GPR35 beta-arrestin-GFP translocation imaging, zaprinast antagonism; higher % means a stronger effect; inhibition, % at 10 µM; hits with a dose series show IC50 in µM; 290,000 tested, 0.052% active;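 active = inhibition of at least 50% with at least 30 cells and total cytoplasm GFP at most 10,000,000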
GPR55 activation – selective activators of receptor GPR55 – imaging, U2OS cells, beta-arrestin-GFP redistribution, primary screen (AID 1961). 290,000 tested, 0.048% active. activation, % at 10 µM; hits with a dose series show EC50 in µM. U2OS GPR55 beta-arrestin-GFP redistribution imaging; higher % means a stronger effect;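 active = activation above 40% with more than 50 cells counted in the well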;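 also: U2OS osteosarcoma cells stably expressing GPR55 and beta-arrestin-GFP; plate controls were DMSO negative control for no effect and LPI positive control for full effect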
KOR beta-arrestin-2 – kappa opioid receptor blockers – cell-based, luminescence, uHTS (AID 1778); one-dose inhibition, % at 10 µM; IC50 in µM for titrated hits; KOR beta-arrestin recruitment, luminescence, antagonist mode; higher % means a stronger effect; 290,000 tested, 0.091% active; in the data active = inhibition above about 50%; also: strong numbers were not always called active
NOD1 NF-kB reporter – inhibition of NOD1-driven NF-kB reporter – cell-based, luminescence, uHTS, primary screen (AID 1578). NOD1-driven NF-kB luciferase reporter cells, luminescence; higher % means a stronger effect. 290,000 tested, 1% active. one-dose inhibition, % at 4 µM; EC50 in µM for titrated hits; in the data active = inhibition mostly above about 36%, no sharp cut-off; inactive = mostly below about 34%;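 also: HEK-293T reporter cells stimulated with the NOD1 agonist gamma-tri-DAP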
Siah-1 displacement – blockers of Siah-1 interaction with plectin peptide – biochemical, fluorescence polarization, rhodamine-plectin, uHTS, primary screen (AID 1817). 290,000 tested, 0.02% active. Siah-1 / rhodamine-plectin peptide fluorescence polarization; higher % means a stronger effect. one-dose displacement, % at 20 µM; IC50 in µM for titrated hits;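 active = displacement of at least 50% at 20 µM, with a fluorescence ratio check between 0.3 and a set limit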;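 also: plate controls were Siah plus tracer with DMSO for no effect and tracer alone without Siah for full effect; strong numbers were not always called active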
Active calls of the source: *; . = not tested or not shown; [ ] = another dose, or the depositor's remark. These rows are one share of the data; the hit share may differ from the screen's.

SMILES	KOR beta-arrestin-1	AID2073	GPR55 LPI antagonism	HIV fusion peptide	GPR35 antagonists	GPR55 activation	KOR beta-arrestin-2	NOD1 NF-kB reporter	Siah-1 displacement
COc1ccc(/C=C/C(=O)OCC(=O)Nc2ccc(Cl)cc2F)cc1S(=O)(=O)N1CCOCC1	4.0%	7%	-1%	0.9%	1%	-0.2%	-11%	-36%	-3%
CC/C(=N/NC(=O)CCC(=O)Nc1ccccc1OC)c1ccccc1	-0.8%	4%	7%	-2.8%	14%	-0.2%	11%	21%	1%
O=C(OCC(=O)N1CCOCC1)c1ccc(Cl)cc1[N+](=O)[O-]	3.7%	3%	-19%	-0.3%	8%	-0.2%	-61%	24%	-5%
COc1ccc(C(C(=O)NCc2ccccc2)N(Cc2cccs2)C(=O)c2cnccn2)cc1 (configuration not stated)	1.6%	-3%	.	-2.4%	-5%	0.0%	3%	8%	4%
COCC(C)NC(=O)c1ccccc1[N+](=O)[O-] (configuration not stated)	-3.8%	-2%	6%	4.9%	9%	-0.5%	19%	-20%	1%
C=CCNC(=O)c1snnc1-c1ccccc1	-7.8%	-4%	-5%	15%	4%	-0.1%	-4%	17%	-7%
COC(=O)c1ccc(NC(=O)CN2CCOCC2)cc1	-4.4%	5%	1%	-0.3%	-5%	-0.3%	16%	-4%	-1%
Cn1cc(/C=C2\SC(=S)N(NC(=O)c3ccccc3Cl)C2=O)c2ccccc21	1.0%	16%	22%	66%*	16%	-0.2%	-57%	-2%	10%
Cc1ccccc1Oc1ccccc1N	4.9%	-2%	10%	-0.7%	-10%	0.7%	-22%	-40%	3%
CCc1ccc2oc(-c3cc(N)cc(C)c3O)nc2c1	-1.5%	30%	2%	3.0%	3%	-0.1%	8%	8%	-6%
CCOC(=O)CNC(=O)C(CO)NC(=O)OCc1ccccc1 (configuration not stated)	0.5%	2%	-1%	-1.4%	-11%	-0.2%	1%	-12%	2%
Cc1cc(NCCN2CCOCC2)n2c(nc3ccccc32)c1C#N	4.0%	8%	30%	0.9%	-5%	0.2%	4%	-19%	1%
CCN(CC)C1CCN(C(=O)c2cc(COc3ccc(-n4cncn4)cc3)on2)C1 (configuration not stated)	5.2%	11%	-7%	0.8%	-8%	-0.1%	-30%	3%	1%
COC(=O)Nc1ccc(S(=O)(=O)N2c3ccccc3CCC2C)cc1 (configuration not stated)	6.5%	-2%	-8%	-1.4%	-18%	-0.1%	10%	36%	1%
Cc1ccc(-c2cc(-c3n[nH]c(=S)o3)c3ccccc3n2)cc1	5.0%	-2%	2%	4.1%	-29%	-0.3%	-5%	39%	-3%
CC(=O)c1ccc(NC(=O)CCc2c(C)nn(-c3ccc(N4CCOCC4)nn3)c2C)cc1	-4.7%	7%	4%	-0.3%	4%	-0.2%	-42%	-11%	-4%
CC(c1ccccc1)C1CC(=O)N(c2cc(Cl)ccn2)C1=O (configuration not stated)	-3.0%	8%	4%	0.4%	20%	-0.1%	6%	-12%	-1%
Cc1n[nH]c(C)c1S(=O)(=O)Nc1ccc2c(c1)OCCO2	-1.1%	-4%	1%	-1.0%	-4%	-0.2%	-22%	-20%	-4%
Cc1cc2oc(=O)c(CC(=O)NCCCN(C)C)c(C)c2c2occ(C(C)(C)C)c12	7.3%	18%	17%	0.3%	18%	-0.3%	-14%	-11%	1%
Nc1ncc(Br)cc1Br	-0.7%	3%	8%	-0.7%	-11%	0.0%	-15%	2%	7%
C=CCOc1ccc(CN(C)C(=O)CNC(=O)c2ccc(-c3ccccc3)cc2)cc1	6.6%	8%	0%	1.7%	-2%	0.6%	-8%	60%	0%
Cc1ccc(NC(=O)C2CCCN2C(=O)OCc2ccccc2)c(O)c1 (configuration not stated)	-3.7%	-2%	6%	0.8%	6%	0.4%	-24%	-25%	5%
COC(=O)C1=C(C)NC2=C(C(=O)CC(c3cccs3)C2)C1c1ccsc1 (configuration not stated)	18%	18%	6%	4.5%	3%	-0.3%	-5%	17%	-2%
Cc1ccc(C(=O)NCc2ccc3c(c2)CCO3)cc1C	3.0%	-1%	8%	0.0%	2%	0.2%	-8%	-6%	13%
COc1cc(C(=O)NCc2nnc(SCC(=O)NCc3ccco3)o2)cc(OC)c1OC	8.6%	3%	3%	0.7%	4%	0.0%	-47%	-9%	-8%
SMILES	KOR beta-arrestin-1	AID2073	GPR55 LPI antagonism	HIV fusion peptide	GPR35 antagonists	GPR55 activation	KOR beta-arrestin-2	NOD1 NF-kB reporter	Siah-1 displacement
O=C(COc1ccccc1Cl)c1ccc[nH]1	2.0%	54%*	-4%	11%	-18%	-0.6%	-22%	-34%	51%
CN(CC(=O)NCC1CCCCC1)S(=O)(=O)c1ccc(F)cc1	-1.7%	7%	-1%	-0.8%	14%	1.0%	31%	-16%	4%
Cc1ccc(/C=N/n2c(-c3cccs3)n[nH]c2=S)cc1	0.1%	-41%	-9%	0.2%	1%	0.0%	-46%	10%	-1%
COc1ccc(NC(=O)c2c3c(nc4ccccc24)CCC3)cc1S(=O)(=O)N1CCOCC1	5.1%	59%	9%	22%	-1%	0.1%	1%	-2%	22%
Cc1cc(C)c2nc(Cl)c(C3NC(=O)c4ccccc4N3)cc2c1 (configuration not stated)	-1.6%	-2%	8%	2.1%	4%	0.6%	8%	-28%	3%
CCC(C)C(NC(=O)C1CCC(C)CC1)C(=O)NCc1cccnc1 (configuration not stated)	13%	16%	2%	0.7%	0%	-0.3%	-7%	-24%	-3%
COc1ccc(CC(=O)OCn2nnc3ccccc3c2=O)cc1	-0.5%	4%	19%	-2.7%	-3%	-0.3%	8%	43%	-4%
Cn1c(=O)cc(OCCCC(=O)NCCN2CCN(c3ccccc3F)CC2)c2ccccc21	-5.7%	-5%	-2%	-3.3%	18%	-0.1%	32%	-36%	3%
CC(C)CC(=O)n1sc(NC(=O)c2ccccc2)nc1=O	-0.8%	-6%	27%	-2.8%	0%	-0.1%	-21%	-6%	6%
S=C(NCCN1CCOCC1)NC1CCCCC1	-2.8%	-5%	1%	-1.9%	0%	-0.1%	14%	-5%	11%
O=C(NCc1cccc2ccccc12)Nc1ccccc1	-1.5%	3%	5%	1.1%	1%	-0.5%	3%	-25%	3%
O=C(CSc1nnc(-c2ccco2)n1Cc1ccco1)N1CCOCC1	3.6%	10%	1%	1.5%	5%	0.4%	32%	3%	2%
CN1CCN(Cc2nc3c(c(=O)[nH]c(=O)n3C)n2CCc2ccccc2)CC1	-2.2%	16%	4%	3.1%	-12%	0.4%	-26%	0%	-4%
Cc1cc(C)cc(NC(=O)CCc2c(C)nn(-c3ccc(N4CCOCC4)nn3)c2C)c1	-0.4%	11%	10%	-0.9%	-12%	-0.3%	-17%	-17%	2%
COc1ccc(N2CC(C(=O)N[C@@H](C)C(=O)NCc3ccccc3OC)CC2=O)cc1 (some centres not stated)	6.2%	9%	-7%	-1.1%	15%	0.0%	-42%	-4%	3%
O=C(CSc1nnc(-c2ccncc2)s1)Nc1ccccc1	-5.6%	6%	11%	-0.8%	-2%	0.5%	-6%	-20%	8%
CCOC(=O)c1cc(-c2cccc([N+](=O)[O-])c2)on1	-3.1%	-3%	0%	1.0%	14%	0.2%	0%	-15%	16%
Cc1ccc(C(=O)C2CCN(CC(=O)Nc3nc(C)cs3)CC2)cc1	3.9%	-8%	-2%	-0.9%	6%	0.3%	-28%	2%	1%
COc1ccc(OCCNC(=S)Nc2cccc3ccccc23)cc1	-1.5%	10%	1%	-0.3%	-4%	1.4%	-26%	-15%	1%
CCC1CCCCN1S(=O)(=O)Cc1ccccc1Cl (configuration not stated)	-1.1%	14%	-8%	-0.4%	4%	-0.2%	-1%	-32%	2%
CCOc1ccc(Br)cc1S(=O)(=O)Nc1cccc(S(=O)(=O)N(C)c2ccccc2)c1	0.6%	12%	20%	-1.1%	-12%	0.8%	-8%	6%	-4%
O=C1C=CC(=O)N1c1ccc(Sc2ccc([N+](=O)[O-])cc2)cc1	.	-6%	-3%	-1.3%	2%	-0.1%	39%	11%	2%
C=CCNC(=O)c1c(C(F)(F)F)nn(C)c1Cl	-2.3%	2%	15%	1.3%	3%	-0.3%	14%	-43%	-5%
c1ccc(CCNC2=NCCS2)cc1	-5.6%	-6%	7%	-0.8%	-14%	-0.2%	-8%	-26%	5%
O=C(Nc1ccc(F)cc1)C1=CC(=O)N2CCN=C2S1	-5.2%	11µM*	22%	-2.1%	-6%	0.2%	-15%	-37%	8%
C=C(C)CNC(=S)NNC(=O)c1cc(C)oc1C	2.3%	-13%	-5%	-0.8%	-7%	0.1%	3%	-15%	19%
Cc1onc(C(=O)Nc2ccc(OC(F)(F)F)cc2)c1[N+](=O)[O-]	1.2%	-3%	4%	0.2%	8%	0.4%	-19%	-12%	2%
Cc1csc(N2CCN(c3cc4c(cc3Cl)nc(-c3ccncc3)n4CCCN3CCCC3)CC2)n1	0.3%	12%	6%	-0.2%	9%	0.2%	-34%[20 µM]	-16%	-6%

Among those listed so far, these have an aryl methoxy group:
SMILES	KOR beta-arrestin-1	AID2073	GPR55 LPI antagonism	HIV fusion peptide	GPR35 antagonists	GPR55 activation	KOR beta-arrestin-2	NOD1 NF-kB reporter	Siah-1 displacement
COc1ccc(/C=C/C(=O)OCC(=O)Nc2ccc(Cl)cc2F)cc1S(=O)(=O)N1CCOCC1	4.0%	7%	-1%	0.9%	1%	-0.2%	-11%	-36%	-3%
CC/C(=N/NC(=O)CCC(=O)Nc1ccccc1OC)c1ccccc1	-0.8%	4%	7%	-2.8%	14%	-0.2%	11%	21%	1%
COc1ccc(C(C(=O)NCc2ccccc2)N(Cc2cccs2)C(=O)c2cnccn2)cc1 (configuration not stated)	1.6%	-3%	.	-2.4%	-5%	0.0%	3%	8%	4%
COc1cc(C(=O)NCc2nnc(SCC(=O)NCc3ccco3)o2)cc(OC)c1OC	8.6%	3%	3%	0.7%	4%	0.0%	-47%	-9%	-8%
COc1ccc(NC(=O)c2c3c(nc4ccccc24)CCC3)cc1S(=O)(=O)N1CCOCC1	5.1%	59%	9%	22%	-1%	0.1%	1%	-2%	22%
COc1ccc(CC(=O)OCn2nnc3ccccc3c2=O)cc1	-0.5%	4%	19%	-2.7%	-3%	-0.3%	8%	43%	-4%
COc1ccc(N2CC(C(=O)N[C@@H](C)C(=O)NCc3ccccc3OC)CC2=O)cc1 (some centres not stated)	6.2%	9%	-7%	-1.1%	15%	0.0%	-42%	-4%	3%
COc1ccc(OCCNC(=S)Nc2cccc3ccccc23)cc1	-1.5%	10%	1%	-0.3%	-4%	1.4%	-26%	-15%	1%
